Bioassay records from PubChem.
UTI89 phage lysis: inhibition of K1F phage lysis, E. coli UTI89, bacterial capsule biogenesis inhibitors, alamar blue (AID 488966). E. coli UTI89 K1F phage lysis, alamar blue, 2 h; higher % means a stronger effect. inhibition, % at 100 µM; hits with a dose series show IC50 in µM. 0.02% of 340,000 active;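 active = phage lysis inhibition, versus mean bacterial control, above a set limit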;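 also: capsule biogenesis inhibitors block K1F phage lysis so surviving cells raise fluorescence; higher fluorescence means more inhibition of phage lysis; actives were called in the ten point dose series up to 300 µM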
GPR55 activation: GPR55 agonists via beta-arrestin recruitment, primary screen, imaging, U2OS cells, beta-arrestin-GFP redistribution (AID 1961). U2OS GPR55 beta-arrestin-GFP redistribution imaging; higher % means a stronger effect. one-dose activation, % at 10 µM; EC50 in µM for titrated hits. 0.048% of 290,000 active;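 active = activation above 40% with more than 50 cells counted in the well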;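 also: U2OS osteosarcoma cells stably expressing GPR55 and beta-arrestin-GFP; plate controls were DMSO negative control for no effect and LPI positive control for full effect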
GPR55 LPI antagonism: inhibition of LPI-stimulated GPR55 beta-arrestin translocation – imaging, U2OS, beta-arrestin-GFP, LPI agonist, primary screen (AID 2013). U2OS GPR55 beta-arrestin-GFP translocation imaging, LPI antagonism; higher % means a stronger effect. 0.13% of 290,000 active. one-dose inhibition, % at 10 µM; IC50 in µM for titrated hits;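 active = spots per cell inhibited over 60%, with over 100 cells counted and total cytoplasm intensity under 500,000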;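 also: U2OS cells stably carrying GPR55 and arrestin-GFP stimulated by 5 µM LPI near EC80; imaged beta-arrestin-GFP aggregate spots per cell after agonist stimulation; plate controls were LPI-stimulated DMSO wells for no effect and DMSO wells without LPI for full effect; some results filed as inactive read as strong as hits; confirmed hits need IC50 under 10 µM and bright autofluorescent wells are also inconclusive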
KOR beta-arrestin-1: KOR agonists, beta-arrestin recruitment, primary screen, cell-based, luminescence, uHTS (AID 1777). KOR beta-arrestin recruitment, luminescence; higher % means a stronger effect. activation, % at 10 µM; hits with a dose series show EC50 in µM. 0.02% of 280,000 active; in the data active = activation above about 50%, passing the limit was not always enough; also: a part of the inactive calls stands beside numbers as strong as those of hits
GPR35 arrestin U2OS: inhibition of zaprinast-stimulated GPR35 beta-arrestin translocation – imaging, U2OS, beta-arrestin-GFP, zaprinast agonist, primary screen (AID 2058); 0.052% of 290,000 active; inhibition, % at 10 µM; hits with a dose series show IC50 in µM; U2OS GPR35 beta-arrestin-GFP translocation imaging, zaprinast antagonism; higher % means a stronger effect;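 active = inhibition of at least 50% with at least 30 cells and total cytoplasm GFP at most 10,000,000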
NOD1 NF-kB reporter: inhibition of NOD1-driven NF-kB reporter – cell-based, luminescence, uHTS, primary screen (AID 1578); NOD1-driven NF-kB luciferase reporter cells, luminescence; higher % means a stronger effect; one-dose inhibition, % at 4 µM; EC50 in µM for titrated hits; 1% of 290,000 active; in the data active = inhibition mostly above about 36%, no sharp cut-off; inactive = mostly below about 34%;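 also: HEK-293T reporter cells stimulated with the NOD1 agonist gamma-tri-DAP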
MgcRacGAP inhibition: MgcRacGAP GTPase-activating activity inhibitors, confirmation, biochemical, ADP Hunter fluorescence | MgcRacGAP-stimulated Rac1 GTP hydrolysis, ADP Hunter fluorescence; higher % means a stronger effect; GST-tagged Rac1 F28L mutant substrate | one-dose inhibition, % at 30 µM; IC50 in µM for titrated hits | 0.6% of 340,000 active | AID 624330;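 active = first-screen hits whose inhibition reached a set limit at any dose in the follow-up dose series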;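 also: fluorescence reports GDP produced by GAP-driven GTP hydrolysis; strong numbers were not always called active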
NTR1 ag: agonists of NTR1, primary screen, imaging, U2OS cells, beta-arrestin-GFP, high content (AID 493036); P30989; NTR1-U2OS beta-arrestin-GFP spot imaging, agonist mode; activation, % at 20 µM; 0.17% of 330,000 active;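 active = activation at or above 40% of the spot to cytoplasm intensity ratio, with at least 20 cells analyzed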;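 also: 0% = DMSO without peptide and 100% = 100 nM NTR1 peptide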
Target sequence (P30989 whole entry, looked up): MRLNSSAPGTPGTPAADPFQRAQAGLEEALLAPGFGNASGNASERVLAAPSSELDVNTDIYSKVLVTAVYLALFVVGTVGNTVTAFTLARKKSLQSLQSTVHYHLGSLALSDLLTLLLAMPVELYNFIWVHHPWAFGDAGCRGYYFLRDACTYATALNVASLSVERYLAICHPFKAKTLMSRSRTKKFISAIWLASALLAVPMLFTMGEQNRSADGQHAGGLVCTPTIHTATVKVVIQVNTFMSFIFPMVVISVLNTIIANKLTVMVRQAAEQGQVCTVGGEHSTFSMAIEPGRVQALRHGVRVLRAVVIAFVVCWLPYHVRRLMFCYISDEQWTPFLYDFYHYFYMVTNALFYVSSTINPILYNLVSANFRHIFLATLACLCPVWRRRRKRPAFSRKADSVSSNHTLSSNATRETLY
KOR beta-arrestin-2: kappa opioid receptor blockers – cell-based, luminescence, uHTS (AID 1778). one-dose inhibition, % at 10 µM; IC50 in µM for titrated hits. KOR beta-arrestin recruitment, luminescence, antagonist mode; higher % means a stronger effect. 0.091% of 290,000 active; in the data active = inhibition above about 50%; also: strong numbers were not always called active
NTR1 ag cell count 20 µM: recorded beside NTR1 ag, whose call it bears; cell count; measured here: cell count, cytotoxicity flag
The depositor's hits bear a star; · = not tested or not shown; [ ] = another dose, or the depositor's remark. Not all compounds are listed (hit frequency here may not be typical).

nr | SMILES | UTI89 phage lysis | GPR55 activation | GPR55 LPI antagonism | KOR beta-arrestin-1 | GPR35 arrestin U2OS
1 | CC(C)(C)c1ccc(C(=O)Nc2ncn[nH]2)cc1 | 0.7% | 0.2% | 0% | · | 14%
2 | O=C(COc1ccc(Cl)cc1)N(Cc1cccs1)C1CCS(=O)(=O)C1 (stereo not drawn) | 6.5% | -0.1% | -6% | -0.6% | 0%
3 | CS(=O)(=O)c1ccc(C(=O)Nc2ccc(N3CCCC3)cc2)c(Cl)c1 | 1.6% | 0.8% | -4% | -2.0% | -8%
4 | CSc1nnc(N(CCC#N)CCC#N)s1 | -2.9% | -0.2% | 5% | -4.4% | 14%
5 | CCOc1ccc(NC(=O)CC2C(=O)Nc3ccccc3N2C(=O)c2ccccc2)cc1 (stereo not drawn) | 0.5% | -0.1% | 13% | · | 28%
6 | O=C(c1ccccc1)N1N=C(c2ccccc2)CC1c1ccc2nccnc2c1 (stereo not drawn) | -0.2% | -0.1% | 12% | -1.9% | 10%
7 | Cc1ccc(C(=O)N/C(=C/c2cccnc2)C(=O)NCc2ccco2)cc1 | 1.6%[50 µM] | 0.2% | 9% | -4.4% | -2%
8 | COc1ccc(C2/C=C\CN(C(=O)NC34CC5CC(CC(C5)C3)C4)CC(=O)N2Cc2ccc(F)cc2)cc1 (stereo not drawn) | -0.3% | -0.1% | 19% | -2.2% | 2%
9 | COc1ccccc1C(=O)NCc1ccc2c(c1)OCO2 | 0.0% | 0.8% | -2% | -4.1% | -6%
10 | CCC(=O)Nc1ccnc(-c2cccnc2)n1 | -1.1% | 0.3% | 10% | -1.0% | -2%

nr | NOD1 NF-kB reporter | MgcRacGAP inhibition | NTR1 ag | NTR1 ag cell count 20 µM | KOR beta-arrestin-2
1 | -15% | 2% | -0.6 | 48 | 22%[20 µM]
2 | 9% | 4% | 0.0 | 59 | -8%[20 µM]
3 | -53% | 8% | 6.1 | 64 | 14%
4 | -1% | -10% | -1.5 | 52 | 4%
5 | -23% | 3% | -1.2 | 52 | -27%[20 µM]
6 | -9% | 9% | 3.3 | 59 | 10%
7 | -18% | 10% | -1.3 | 49 | -2%
8 | 0% | -3% | 16 | 76 | 14%
9 | 1% | 3% | 1.9 | 44 | -3%
10 | 9% | 4% | 1.9 | 71 | -12%

The closing two entries of the part above come first, to join the parts:
nr | SMILES | UTI89 phage lysis | GPR55 activation | GPR55 LPI antagonism | KOR beta-arrestin-1 | GPR35 arrestin U2OS
9 | COc1ccccc1C(=O)NCc1ccc2c(c1)OCO2 | 0.0% | 0.8% | -2% | -4.1% | -6%
10 | CCC(=O)Nc1ccnc(-c2cccnc2)n1 | -1.1% | 0.3% | 10% | -1.0% | -2%
11 | CC1CCCN(c2ccc(C(=O)OCn3nnc4ccccc4c3=O)cc2[N+](=O)[O-])C1 (stereo not drawn) | 5.0% | -0.1% | 1% | -3.2% | -25%
12 | CN(C[C@H](Cc1ccccc1)N(CCN(CCc1ccccc1)N=O)N=O)N=O | -0.8% | 0.3% | -13% | -5.0% | -11%
13 | COc1ccccc1C1SCCN1S(=O)(=O)c1cccc(C(F)(F)F)c1 (stereo not drawn) | -4.9% | -0.1% | -2% | 1.4% | -6%
14 | Cc1cccc(CN2CCN(c3ncccn3)CC2)c1 | -0.4% | 0.0% | 2% | 0.6% | 3%
15 | CCOc1ccc(CN(C(=O)c2cccs2)C2CCS(=O)(=O)C2)cc1 (stereo not drawn) | 2.5%[50 µM] | 0.2% | 4% | 0.0% | -8%
16 | OC(c1ccc(Cl)cc1Cl)C(Cc1cccnc1)n1cncn1 (stereo not drawn) | 0.3% | 0.2% | 3% | 0.4% | -8%
17 | O=C(CN1CCc2[nH]c3ccccc3c2C1)N1CCCCC1 | 0.3% | 0.0% | 0% | 1.2% | 2%
18 | Cc1cccc(C(=O)NC(NC(=S)Nc2ccc(S(N)(=O)=O)cc2)C(Cl)(Cl)Cl)c1 (stereo not drawn) | 3.3%[50 µM] | 0.2% | 2% | -0.7% | 18%
19 | O=c1cc(-c2ccco2)oc2ccc(Cl)cc12 | -0.5% | -0.1% | 1% | -2.3% | -7%
20 | O=C(c1cnccn1)N1CCN(S(=O)(=O)c2ccc3ccccc3c2)CC1 | -0.3% | 0.3% | 4% | 1.8% | -7%

nr | NOD1 NF-kB reporter | MgcRacGAP inhibition | NTR1 ag | NTR1 ag cell count 20 µM | KOR beta-arrestin-2
9 | 1% | 3% | 1.9 | 44 | -3%
10 | 9% | 4% | 1.9 | 71 | -12%
11 | 7% | 9% | 0.0 | 48 | -19%
12 | -14% | 3% | 1.3 | 85 | 1%
13 | -2% | -1% | 11 | 49 | -25%
14 | -34% | 15% | 0.2 | 64 | -15%[20 µM]
15 | -33% | 11% | -0.1 | 64 | 0%
16 | -2% | 8% | 1.2 | 74 | -23%
17 | 4% | 7% | 0.5 | 45 | -32%
18 | 9% | 10% | 0.1 | 59 | -25%
19 | -11% | 5% | · | · | -6%
20 | -7% | 0% | 2.6 | 43 | -19%

Later entries
nr | SMILES | UTI89 phage lysis | GPR55 activation | GPR55 LPI antagonism | KOR beta-arrestin-1 | GPR35 arrestin U2OS
21 | CCn1cc(C2CC(=O)NC2=O)c2ccccc21 (stereo not drawn) | 0.0% | 0.0% | -2% | -2.9% | 6%
22 | C(=N\N(c1ccccc1)c1ccccc1)/c1ccc2c(c1)OCO2 | 1.5%[50 µM] | 0.2% | 37% | 0.7% | 13%
23 | COc1ccc(CCC(C)Nc2cccc(C)c2)cc1 (stereo not drawn) | 7.2% | -0.1% | 7% | 0.1% | 0%
24 | Brc1ccc(-c2nnc(-c3ccccc3)o2)o1 | 1.0% | 0.6% | -4% | -3.2% | 0%
25 | O=S(=O)(NCc1ccccc1)c1ccc(S(=O)(=O)N(Cc2cccs2)CC2CCCO2)cc1 (stereo not drawn) | 0.2% | 0.0% | -8% | -5.2% | -2%
26 | COc1ccc(OC)c2sc(N(CCN(C)C)C(=O)/C=C/c3cccs3)nc12 | 0.8% | 4.9% | -5% | 5.5% | 32%
27 | CCn1c(SCC(=O)Nc2ccccc2)nnc1C1CCCCC1 | 0.7% | -0.3% | 2% | 1.8% | -10%
28 | O=C(O)COCC(=O)NCc1csc2ccccc12 | -0.5% | 0.6% | -8% | 2.6% | -10%
29 | Clc1cccc(CN2CCc3c([nH]c4ccccc34)C2)c1 | 0.4% | 1.8% | -27% | 9.8% | 6%
30 | CC1=CC(=O)N(c2ccc(C)cc2)C1c1ccc(Cl)cc1 (stereo not drawn) | 5.3% | -0.3% | 7% | 0.0% | ·

nr | NOD1 NF-kB reporter | MgcRacGAP inhibition | NTR1 ag | NTR1 ag cell count 20 µM | KOR beta-arrestin-2
21 | 0% | 3% | -0.5 | 54 | 10%
22 | 22% | 1% | 1.7 | 47 | -10%
23 | 14% | 2% | 0.7 | 87 | 34%
24 | -31% | 2% | -0.9 | 96 | 6%
25 | 1% | 2% | 4.6 | 58 | 16%
26 | 11% | 11% | 16 | 71 | -33%
27 | 0% | 16% | -0.6 | 50 | -27%
28 | -11% | -5% | -0.2 | 51 | 23%
29 | 73%* | 31% | 5.9 | 54 | -61%[20 µM]
30 | 34% | 6% | 0.0 | 56 | 21%

(continued)
nr | SMILES | UTI89 phage lysis | GPR55 activation | GPR55 LPI antagonism | KOR beta-arrestin-1 | GPR35 arrestin U2OS
31 | Cc1cc(=O)oc2c(CN3CCC(C)CC3)c(O)c(Cl)cc12 | 0.1% | 0.1% | -6% | 0.9% | -5%
32 | Nc1cc(N)nc(SCC(=O)Nc2cc(S(=O)(=O)N3CCOCC3)ccc2Cl)n1 | 0.1% | -0.1% | 0% | 3.3% | -14%
33 | Cc1ccc(S(=O)(=O)Nc2ncnc3ccccc23)cc1 | 0.0% | -0.2% | 10% | 2.8% | 1%
34 | COc1ccc(CC2(C)OC(c3ccc([N+](=O)[O-])cc3)=NN2C(C)=O)cc1 (stereo not drawn) | 0.6% | 0.2% | 4% | 3.6% | 11%
35 | COc1ccc(CCC(=O)NCc2ccccc2OC)cc1 | -0.1% | -0.1% | -7% | 10% | 22%
36 | CC(=O)Nc1ccccc1OCC(=O)N(Cc1ccccc1)C(C)C | -0.3% | -0.2% | 6% | -3.5% | -9%
37 | CCOC(=O)c1c(CC(C)C)csc1NC=O | 0.5% | -0.1% | -6% | -3.5% | 16%
38 | O=C(CN(Cc1ccc(Cl)c(Cl)c1)S(=O)(=O)c1ccccc1)N/N=C\c1ccc2c(c1)OCO2 | 1.6% | -0.1% | -3% | 1.2% | -16%
39 | O=C(CSc1ccc(Cl)cc1)Nc1nnc(-c2cccc([N+](=O)[O-])c2)s1 | -3.9% | -0.3% | 14% | 0.5% | -4%
40 | COc1cccc(C2C3=C(N=c4s/c(=C\c5ccccc5O)c(=O)n42)c2ccccc2CC3)c1OC (stereo not drawn) | · | 0.0% | 12% | -1.2% | 2%

nr | NOD1 NF-kB reporter | MgcRacGAP inhibition | NTR1 ag | NTR1 ag cell count 20 µM | KOR beta-arrestin-2
31 | 2% | 3% | -3.0 | 87 | -25%
32 | -13% | 7% | 0.7 | 50 | -20%
33 | -18% | 18% | 1.5 | 59 | -52%
34 | -9% | 9% | -0.4 | 56 | 23%
35 | -7% | -4% | 0.6 | 82 | 32%
36 | 4% | 3% | 0.1 | 50 | 32%
37 | · | 15% | 2.5 | 32 | -6%
38 | 20% | 2% | 4.5 | 57 | -31%
39 | -7% | -6% | 6.1 | 52 | -16%
40 | -9% | · | 26 | 44 | 12%

Remaining list, next part
nr | SMILES | UTI89 phage lysis | GPR55 activation | GPR55 LPI antagonism | KOR beta-arrestin-1 | GPR35 arrestin U2OS
41 | Cc1ccccc1NC(=O)Nc1ccccc1C(N)=O | 0.2% | 0.6% | 4% | 1.5% | 4%
42 | CCCOc1ccc(N2C(=O)CC(NNC(=O)c3ccc(COc4ccccc4)o3)C2=O)cc1 (stereo not drawn) | -0.2% | -0.4% | 20% | -6.0% | 2%
43 | CCC(=O)NC1(C(F)(F)F)C(=O)Nc2c1c(=O)[nH]c(=O)n2CC(C)C (stereo not drawn) | 0.7% | 0.3% | 10% | 1.9% | -13%
44 | C=CCc1cccc(OC)c1OCCOCCNCCO | 5.3% | 0.2% | -13% | 1.7% | 6%
45 | Cc1ccc(CNC(=O)C2CC(=O)N(CCC(C)C)C2)cc1 (stereo not drawn) | 0.4% | -0.6% | 14% | -3.3% | -2%

nr | NOD1 NF-kB reporter | MgcRacGAP inhibition | NTR1 ag | NTR1 ag cell count 20 µM | KOR beta-arrestin-2
41 | -29% | 11% | 0.8 | 87 | 1%
42 | -20% | 2% | 0.5 | 60 | -32%
43 | 1% | 8% | 0.3 | 56 | 24%
44 | -8% | 14% | -5.2 | 85 | 7%
45 | -19% | 10% | 0.8 | 59 | -6%
